HDAC3 inh: inhibitors of human histone deacetylase 3 | 320,000 compounds, 0.15% hits | O15379 | inhibition, % at 8.3 µM | AID 2718 | recombinant HDAC3, fluorogenic peptide/trypsin coupled, fluorescence; in the data active = inhibition above about 26%, passing the limit was not always enough
KCNK3 block: human KCNK3 channel inhibition, primary screen. O14649. 340,000 compounds, 0.84% hits. CHO-KCNK3 thallium flux, FluxOR fluorescence; hits give low values. B-score at 10 µM. AID 602410;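 active = B-score under library mean minus 4 SD, starting fluorescence ratio at most library mean plus 5 SD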;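 also: more negative B-score means stronger inhibition of thallium flux through KCNK3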
ANO1 activ: activators or potentiators of mouse TMEM16A chloride channel. 340,000 compounds, 0.3% hits. Q8BHY3. HEK293 TMEM16A/YFP-H148Q/I152L, iodide quench fluorescence; hits give low values. B-score at 10 µM;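 active = fluorescence-ratio B-score plate-corrected deviation score at least 3 library SD below zero, with starting fluorescence score within 5 deviations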;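 also: channel opened by trigger with iodide after compound preincubation; score built on the fluorescence ratio of max minus min over baseline; more negative score means more quench and so TMEM16A activation or potentiation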
Target sequence (Q8BHY3 whole entry, looked up): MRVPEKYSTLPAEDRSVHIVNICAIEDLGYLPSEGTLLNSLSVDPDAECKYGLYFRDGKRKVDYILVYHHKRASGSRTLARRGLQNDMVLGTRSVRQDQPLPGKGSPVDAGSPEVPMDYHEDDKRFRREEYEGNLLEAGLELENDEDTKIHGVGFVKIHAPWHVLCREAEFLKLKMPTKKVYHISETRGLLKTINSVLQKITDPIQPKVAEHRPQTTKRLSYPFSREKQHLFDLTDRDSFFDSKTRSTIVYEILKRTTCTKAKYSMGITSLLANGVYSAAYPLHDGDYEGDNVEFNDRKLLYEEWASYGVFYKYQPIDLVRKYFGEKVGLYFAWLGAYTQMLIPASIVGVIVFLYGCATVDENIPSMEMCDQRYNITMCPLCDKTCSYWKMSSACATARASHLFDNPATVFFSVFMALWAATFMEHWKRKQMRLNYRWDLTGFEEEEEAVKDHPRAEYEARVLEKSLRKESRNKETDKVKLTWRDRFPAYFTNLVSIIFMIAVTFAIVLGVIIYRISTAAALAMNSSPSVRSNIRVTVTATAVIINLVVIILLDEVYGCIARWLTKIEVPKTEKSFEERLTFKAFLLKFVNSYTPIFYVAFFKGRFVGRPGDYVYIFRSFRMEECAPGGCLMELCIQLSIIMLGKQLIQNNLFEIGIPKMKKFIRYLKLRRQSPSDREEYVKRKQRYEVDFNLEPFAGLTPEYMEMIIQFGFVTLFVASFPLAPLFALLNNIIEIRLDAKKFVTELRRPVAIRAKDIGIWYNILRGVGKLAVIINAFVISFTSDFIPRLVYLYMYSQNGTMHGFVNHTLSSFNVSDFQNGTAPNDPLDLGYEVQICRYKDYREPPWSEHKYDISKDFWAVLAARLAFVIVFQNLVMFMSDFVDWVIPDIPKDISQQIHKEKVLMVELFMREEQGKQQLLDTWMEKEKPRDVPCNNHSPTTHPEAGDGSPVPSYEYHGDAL
Numbers without * were called inactive; i = inactive. Not all compounds are listed, so the mix of outcomes need not match the whole.

A first look:
SMILES | HDAC3 inh | KCNK3 block | ANO1 activ
O=S(=O)(Nc1ccccc1)c1ccc(S(=O)(=O)N2CCCC2)cc1 | 8 | i | i
O=C(COc1ccc2ccc(=O)oc2c1)Nc1cccc(S(=O)(=O)N2CCCCC2)c1 | 5 | i | i
CCc1cc2c(COC(=O)CCNS(=O)(=O)c3cccc(C(F)(F)F)c3)cc(=O)oc2cc1O | -29 | i | i
CC(C(=O)OCC(=O)N(C)C1(C#N)CCCCC1)N1C(=O)c2ccccc2C1=O (stereo not given) | -8 | i | i

Results, previewed entries included:
SMILES | HDAC3 inh | KCNK3 block | ANO1 activ
O=S(=O)(Nc1ccccc1)c1ccc(S(=O)(=O)N2CCCC2)cc1 | 8 | i | i
O=C(COc1ccc2ccc(=O)oc2c1)Nc1cccc(S(=O)(=O)N2CCCCC2)c1 | 5 | i | i
CCc1cc2c(COC(=O)CCNS(=O)(=O)c3cccc(C(F)(F)F)c3)cc(=O)oc2cc1O | -29 | i | i
CC(C(=O)OCC(=O)N(C)C1(C#N)CCCCC1)N1C(=O)c2ccccc2C1=O (stereo not given) | -8 | i | i
O=C(COC(=O)CC1CC2CCC1C2)NCc1ccc(Cl)cc1 (stereo not given) | 6 | i | i
Cc1ccc(NC(=O)COC(=O)c2ccco2)cc1S(=O)(=O)N1CCOCC1 | -1 | i | i
CC(C#N)OC(=O)c1cccnc1SCC(=O)Nc1ccc2c(c1)OCO2 (stereo not given) | 0 | i | i
Cc1cc(C)cc(C(=O)NCC(=O)N(C)CCOc2ccccc2)c1 | 4 | i | i
NC(=O)c1ccc(NC(=O)COC(=O)CC2CC3CCC2C3)cc1 (stereo not given) | 5 | i | i
CCOc1cc(C(=O)Nc2cc(OC)cc(OC)c2)ccc1OCC(=O)N1CCOCC1 | 5 | i | i
CCOc1ccccc1OCC(=O)Nc1cccc(S(=O)(=O)NC2=NCCCCC2)c1 | -6 | i | i
Cc1ccc(S(=O)(=O)N2CCN(C(=O)CN3C(=O)c4ccccc4C3=O)CC2)c(C)c1 | 2 | i | i
CCCc1nc2ccccc2c(C(=O)OCC(=O)NC2CC2)c1CC | 6 | i | i
O=C(NN=Cc1ccc(F)cc1)c1cccc(S(=O)(=O)N2CCCC2)c1 | -6 | i | i
CC(NC(=O)C1CCN(C(=O)c2cccs2)CC1)c1ccc(S(N)(=O)=O)cc1 (stereo not given) | -9 | i | i
Cc1ccc(NC(=O)C2CC2)cc1S(=O)(=O)N1CCOCC1 | 2 | i | i
O=C(CN1C(=O)NC2(CCCCC2)C1=O)N1CCN(C(=O)c2cccs2)CC1 | -7 | i | i
COc1ccccc1CN(C)C(=O)CN1CCN(CC(=O)Nc2ccccc2Cl)CC1 | -4 | i | i
COc1cc(/C=C/C(=O)OCC(=O)NCC(=O)Nc2cccc(C)c2C)ccc1OC(F)F | 0 | i | i
CC(=O)c1c(C)[nH]c(C(=O)COC(=O)c2ccc(C)s2)c1C | 1 | i | i
CCCn1c(SCC(=O)NCC(=O)Nc2ccc(F)c(F)c2F)nc2ccccc2c1=O | -4 | i | i
Cc1c(NC(=O)c2cccc(NC(=O)Cc3ccc(F)cc3)c2)c(=O)n(-c2ccccc2)n1C | -1 | i | i
COc1cc2sc(-c3ccc(S(C)(=O)=O)cc3)c(C#CCO)c2cc1OC | -5 | i | i
NC(=O)c1ccc(NC(=O)COC(=O)c2ccc3c(c2)OCO3)cc1 | -6 | i | i
CCOc1ccccc1Nc1nnc(SCC(=O)NC2CC2)s1 | -5 | i | i
CCn1c(SCC(=O)c2c(N)n(C3CC3)c(=O)[nH]c2=O)nc2cc(S(N)(=O)=O)ccc21 | -15 | i | i
COc1ccc(C(C)(C)C)cc1NC(=O)C1=CC=CN2CCS(=O)(=O)N=C12 | -4 | i | i
CC1CN(C(=O)c2ccc(Br)c(S(=O)(=O)N3CCOCC3)c2)CC(C)O1 (stereo not given) | 0 | i | i
O=C(COC(=O)c1ccc(CN2CCCC2=O)cc1)Nc1ccc(F)cc1 | -8 | i | i
COCCNc1oc(-c2ccccc2Cl)nc1S(=O)(=O)c1ccc(C)cc1 | 5 | i | i
O=C(CNC(=O)c1ccccc1Cl)Nc1ccncc1 | 2 | i | i
COc1ccc(C(CNC(=O)c2[nH]c(C)c(C(C)=O)c2C)N2CCOCC2)cc1 (stereo not given) | 2 | i | i
CCOc1ncccc1C(=O)Nc1cc(S(=O)(=O)N(CC)CC)ccc1N1CCOCC1 | -3 | i | i
Cc1ccc(NC(=O)C2CCN(S(=O)(=O)c3cc([N+](=O)[O-])ccc3Cl)CC2)nc1 | 2 | i | i
Cc1[nH]c2ccccc2c1C=NNC(=O)c1cc(-c2cccnc2)nc2ccccc12 | -5 | i | i
Cc1ccc(S(=O)(=O)N2CCN(C(=O)CSc3ncn[nH]3)CC2)cc1 | -6 | i | i
O=C(COc1ccc([N+](=O)[O-])cc1Cl)N1CCc2ccccc21 | 3 | i | i
Cc1cc(C)n(-c2ccc(C(=O)OCC(=O)Nc3cc(S(C)(=O)=O)ccc3Cl)cc2)n1 | -1 | i | i
Cc1c(NC(=O)CSc2nnc(-c3cccnc3)n2N)c(=O)n(-c2ccccc2)n1C | -1 | i | i
COc1cc2cncc(Cc3ccc(Cl)cc3)c2cc1OC | 3 | i | i

Shown with two lines to a compound: 3 of the compounds above.
Under each structure – HDAC3 inh, KCNK3 block, ANO1 activ
NC(=O)c1ccc(NC(=O)COC(=O)c2ccc3c(c2)OCO3)cc1
    -6, i, i
CCOc1ccccc1Nc1nnc(SCC(=O)NC2CC2)s1
    -5, i, i
CCn1c(SCC(=O)c2c(N)n(C3CC3)c(=O)[nH]c2=O)nc2cc(S(N)(=O)=O)ccc21
    -15, i, i

New compounds follow:
SMILES | HDAC3 inh | KCNK3 block | ANO1 activ
O=C(COC(=O)[C@@H]1CC(O)CN1S(=O)(=O)c1ccc(Cl)c(Cl)c1)NC(=O)NCc1ccccc1 (stereo not given in full) | 9 | i | i
CC(OC(=O)c1ccccn1)C(=O)Nc1ccc2c(c1)OCCO2 (stereo not given) | 0 | i | i
CCOC(=O)C1=C(C)Nc2ccccc2N/C1=N\S(=O)(=O)c1ccc(Cl)cc1 | 3 | i | i
Cc1cccc(NS(=O)(=O)c2cccc(C(=O)NCc3ccccc3CN3CCOCC3)c2)c1 | 12 | i | i
Cc1ccc2ncccc2c1 | -4 | i | i
N#Cc1cccc(NC(=O)CSc2nnc(C3CC3)n2C2CC2)c1 | 1 | i | i
CCc1nnc(NC(=O)C2CCN(c3ncnc4sc(C)c(C)c34)CC2)s1 | 0 | i | i
COC(=O)c1c(C)[nH]c(C(=O)CN2C(=O)C3CC=CCC3C2=O)c1C (stereo not given) | 7 | i | i
CCOc1ccc(CN(C)C(=O)c2ccc(S(=O)(=O)N(C)c3ccccc3OC)cc2)cc1 | 3 | i | i
CC(OC(=O)C1CC1)C(=O)Nc1ncc(Cl)cc1Cl (stereo not given) | 5 | i | i
O=C(COC(=O)c1ccc(Cl)nc1)Nc1cc(S(=O)(=O)N2CCOCC2)ccc1Cl | -11 | i | i
CCC1(C)NC(=O)N(CC(=O)N2CCN(c3cccc(Cl)c3)CC2)C1=O (stereo not given) | 1 | i | i
COc1ccc(C(=O)Nc2ccc(Cl)cn2)cc1S(=O)(=O)N1CCCC1 | 1 | i | i
CC1CC(C)CN(S(=O)(=O)c2ccc(NC(=O)[C@@H]3CCCN3C(=O)c3cccs3)cc2)C1 (stereo not given in full) | 0 | i | i
Cc1ccc(O)c(N=Nc2nccs2)c1 | 9 | i | i
Cc1noc(C)c1C(=O)OCC(=O)NCc1ccc(Cl)cc1 | 5 | i | i
C[C@@H](NC(=O)c1nc[nH]c1C(=O)NC1CCN(C(=O)OC(C)(C)C)CC1)c1ccccc1 | 1 | i | i
COc1ccc(Cl)cc1NC(=O)CN(C)CC(=O)N1CC(=O)Nc2ccccc21 | -1 | i | i
CSc1ncccc1C(=O)N1CCN(S(=O)(=O)c2ccc3c(c2)OCCO3)CC1 | 16 | i | i
N#CCC(=O)Nc1ccc(C(=O)NNC(=O)c2ccccc2-n2cccc2)cc1 | 0 | i | i

Complete entries, quoted from the list.
O=C(COC(=O)c1ccc(Cl)nc1)Nc1cc(S(=O)(=O)N2CCOCC2)ccc1Cl in the list: HDAC3 inh = -11; KCNK3 block = i; ANO1 activ = i
O=C(COC(=O)[C@@H]1CC(O)CN1S(=O)(=O)c1ccc(Cl)c(Cl)c1)NC(=O)NCc1ccccc1 (stereo not given in full) in the list: HDAC3 inh = 9; KCNK3 block = i; ANO1 activ = i

(further entries)
SMILES | HDAC3 inh | KCNK3 block | ANO1 activ
CC1CCN(C(=O)CN2C(=O)NC3(CCCCCC3)C2=O)CC1 | -3 | i | i
O=C(Nc1ccc(Cl)c(S(=O)(=O)N2CCCC2)c1)c1cc(=O)[nH]c2ccccc12 | 3 | i | i
COc1cc(C(=O)NCCCN2CCCC2=O)cc(Br)c1OCc1ccccc1 | 5 | i | i
Cc1cc(Br)c(NC(=O)COC(=O)c2ccc[n+]([O-])c2)c(Br)c1 | -1 | i | i
COCCN(Cc1nc2ccccc2c(=O)[nH]1)C(=O)COc1c(C)cc(Cl)cc1C | 10 | i | i
CC(=O)c1ccc(N2CCN(C(=O)CN3C(=O)NC4(CCCCC4)C3=O)CC2)c(F)c1 | 1 | i | i
CCc1ccccc1OCC(=O)Nc1cccc(S(=O)(=O)NC2=NCCCCC2)c1 | -2 | i | i
Cc1ccc(S(=O)(=O)N(C)CC(=O)OCC(=O)c2ccc3c(c2)NC(=O)CO3)cc1 | 1 | i | i
Nc1c(Cl)c(Cl)nc(C(=O)OCC(=O)NCc2ccccc2)c1Cl | 0 | i | i
O=C(CN1C(=O)C(=O)N(CCC2=CCCCC2)C1=O)Nc1ccc(F)cc1F | -7 | i | i
Cc1cc2c(cc(C(=O)OC(C(=O)NC3CCCCC3)C(C)C)n2C)o1 (stereo not given) | 3 | i | i
Cc1cccc(C)c1NC(=O)CNC(=O)c1ccc(COc2ccccc2)o1 | 3 | i | i
Cc1ccc(S(=O)(=O)N(C)CC(=O)Nc2ccccc2N2CCCC2)cc1 | 0 | i | i
CN(C(=O)c1ccc(NC(=O)Cc2cccc(NC(=O)C3CCN(C(=O)C4CC4)CC3)c2)cc1)C1CCCC1 | -2 | i | i
COCCn1c(C)cc(C(=O)CSc2nnc(C3CC3)n2C2CC2)c1C | 2 | i | i
CCN(C(=O)N(CC)c1ccccc1)c1ccccc1 | -1 | i | i
CN(C)S(=O)(=O)c1ccc(Cl)c(NC(=O)COC(=O)CCC2CCCCC2)c1 | -7 | i | i
CCn1c(C)nc2cc(C(=O)NNC(=O)CN(C)S(=O)(=O)c3ccc(NC(C)=O)cc3)ccc21 | -4 | i | i
CC(C)(C)c1ccc(OCC(=O)Nc2cccc(S(=O)(=O)NC3=NCCCCC3)c2)cc1 | 13 | i | i
COc1cc(Cl)c(C)cc1NC(=O)CN(C)C1CCS(=O)(=O)C1 (stereo not given) | 0 | i | i
CCn1c(CCC(=O)O)nc2cc(S(=O)(=O)N3CCOCC3)ccc21 | 3 | i | i
CC(Sc1nnc(C2CC2)n1C1CC1)C(=O)c1ccc(F)cc1 (stereo not given) | -5 | i | i
Cc1ccc(C(=O)N2CCCC(C(F)(F)F)C2)cc1S(=O)(=O)N1CCOCC1 (stereo not given) | 0 | i | i
Cc1cc(NC(=O)CN2C(=O)NC(CC(C)C)C2=O)ccc1Br (stereo not given) | 1 | i | i
Cc1ccc(CNC(=O)COC(=O)COc2ccc(C#N)cc2)cc1 | -2 | i | i
CCOc1ccc(C(=O)Nc2ccc(S(=O)(=O)N3C[C@@H]4C[C@@H](C3)c3cccc(=O)n3C4)cc2)cc1 | 4 | i | i
Cc1ccc(S(=O)(=O)N2CCN(C(=O)COC(=O)Cc3ccc(Cl)cc3)CC2)c(C)c1 | 4 | i | i
Cc1ccc(COC(=O)CN2C(=O)NC3(CCCC3)C2=O)cc1 | 2 | i | i
CC(=O)c1cccc(OC(=O)c2cc(S(=O)(=O)N3CCOCC3)ccc2N2CCCC2)c1 | 0 | i | i
Cc1ccccc1-c1nnc(SCC(=O)c2c(N)n(C3CC3)c(=O)[nH]c2=O)o1 | -14 | i | i
CSCCC(NC(=O)c1ccco1)C(=O)N1CCCC(C(F)(F)F)C1 (stereo not given) | 5 | i | i
CCOC(=O)C1CCCN(C(=O)COC(=O)c2cccs2)C1 (stereo not given) | 8 | i | i
C=CCn1c(SCC(=O)NCC2CCCO2)nnc1-c1ccncc1 (stereo not given) | -3 | i | i
O=C(COC(=O)/C=C/c1ccccc1)NC1CC1 | -4 | i | i
O=C(NCC(c1cccs1)N1CCOCC1)c1cn(-c2ccccc2)nc1-c1ccccc1 (stereo not given) | -1 | i | i
CSCCC(NC(=O)COc1ccccc1)C(=O)N(C)Cc1ccc(SC)cc1 (stereo not given) | -4 | i | i
CCNc1nc(NCC)n2c(SCC(=O)Nc3ccc(C)cc3Br)nnc2n1 | 4 | i | i
CC1CCCC(NC(=O)Cn2cc(Br)ccc2=O)C1C (stereo not given) | 3 | i | i
O=C(COC(=O)COc1ccccc1[N+](=O)[O-])NC1CCCCC1 | 1 | i | i
CC1CCC2(CC1)NC(=O)N(NC(=O)CSc1nnc(NC3CC3)s1)C2=O (stereo not given) | 2 | i | i
Cc1ccc(OCCCC(=O)Nc2ccc(S(=O)(=O)N3CCOCC3)cc2)cc1 | -1 | i | i
COc1ccc(NC(=O)CN(C)C(=O)c2cn(-c3ccccc3)nc2-c2ccc(OC)cc2)cc1 | 7 | i | i
CSc1ccc(/C=N/NC(=O)c2ccc(-n3cnnn3)cc2)cc1 | 4 | i | i
O=C(NCC(c1ccc(F)cc1)N1CCOCC1)c1nn(-c2ccccc2)c(=O)c2ccccc12 (stereo not given) | 2 | i | i
